Assay outcomes as filed in PubChem.
PPARg SRC-1 ag – promotes SRC-1 coactivator recruitment by human PPARgamma. AID 631. actives 0.41% (n = 200,000). P37231. activation, % at 8 µM. PPARgamma-SRC-1 coactivator recruitment biochemical assay; in the data active means activation above about 19%;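 further: 0% = DMSO and 100% = reference agonist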
Target sequence (P37231 whole entry, looked up): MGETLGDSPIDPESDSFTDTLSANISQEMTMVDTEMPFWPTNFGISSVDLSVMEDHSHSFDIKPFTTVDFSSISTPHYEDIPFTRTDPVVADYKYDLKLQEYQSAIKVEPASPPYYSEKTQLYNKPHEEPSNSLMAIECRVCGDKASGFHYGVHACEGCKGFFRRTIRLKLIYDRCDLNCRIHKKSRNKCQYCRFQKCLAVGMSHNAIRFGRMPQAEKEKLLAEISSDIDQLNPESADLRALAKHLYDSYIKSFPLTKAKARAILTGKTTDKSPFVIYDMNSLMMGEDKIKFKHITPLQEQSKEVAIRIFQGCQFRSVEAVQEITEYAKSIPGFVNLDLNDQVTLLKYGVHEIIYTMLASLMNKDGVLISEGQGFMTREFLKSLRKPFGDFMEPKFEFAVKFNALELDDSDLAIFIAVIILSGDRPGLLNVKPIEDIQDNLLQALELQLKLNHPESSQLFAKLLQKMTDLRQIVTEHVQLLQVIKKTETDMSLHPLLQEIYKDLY
PPARg SRC3 recr – promotes SRC-3 coactivator recruitment by human PPARgamma | P37231 | biochemical PPARgamma/SRC-3 coactivator recruitment assay | activation, % at 8 µM | actives 0.26% (n = 200,000) | AID 731; in the data active means activation above about 23%;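 further: 0% = DMSO and 100% = reference agonist; some compounds past the cut are filed as inactive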
STAT3 activator – increases IL-6 driven STAT3 reporter signal. U3A cells, IL-6 STAT3-luciferase reporter, luminescence; 100% = signal with IL-6 EC80 alone. activation (% of control), % at 5.6 µM. actives 0.91% (n = 190,000);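 active means activation above the screen-wide mean of compound activation plus 3 SD, cut at about 130% in these data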;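 further: 0% = background luminescence of wells with medium and substrate only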
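Material: human STAT1-deficient U3A cells with stable STAT3-luciferase reporter / Probe or stimulus: IL-6 stimulus at 33 ng/mL final / Schedule: 1 h compound pre-exposure, 6 h IL-6 stimulation, 37 °C / Technique: luminescence / Read-out basis: percent of IL-6-only median luminescence / Control set: IL-6-only high control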
STAT3 blocker – STAT3 signaling inhibition; U3A cells, IL-6 STAT3-luciferase reporter, luminescence; host cell line lacks STAT1; inhibition, % at 5.5 µM; actives 0.89% (n = 190,000);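 active means inhibition above the mean inhibition across all screened compounds plus 3 SD, cut at about 44% in these data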;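 further: 0% = DMSO only wells and 100% = 100 µM nifuroxazide control wells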
PPARg SRC2 recr – PPARgamma-driven SRC-2 recruitment agonism; P37231; PPARgamma LBD-SRC-2 recruitment, biochemical; actives 0.34% (n = 200,000); activation, % at 8 µM; in the data active means activation above about 22%;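 further: 0% = vehicle and 100% = reference agonist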
TNAP act hi DEA – increases human TNAP activity under high phosphate acceptor concentration | activation factor at 20 µM | AID 1136 | purified TNAP, CDP-star luminescence, 1 M DEA, 30 min; stronger effect = higher value; 0 = EDTA background, 1 = DMSO-only activity | P05186 | 200,000 tested, under 10 active;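 active means activation factor at least 2 at 20 µM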
Target sequence (P05186 whole entry, looked up): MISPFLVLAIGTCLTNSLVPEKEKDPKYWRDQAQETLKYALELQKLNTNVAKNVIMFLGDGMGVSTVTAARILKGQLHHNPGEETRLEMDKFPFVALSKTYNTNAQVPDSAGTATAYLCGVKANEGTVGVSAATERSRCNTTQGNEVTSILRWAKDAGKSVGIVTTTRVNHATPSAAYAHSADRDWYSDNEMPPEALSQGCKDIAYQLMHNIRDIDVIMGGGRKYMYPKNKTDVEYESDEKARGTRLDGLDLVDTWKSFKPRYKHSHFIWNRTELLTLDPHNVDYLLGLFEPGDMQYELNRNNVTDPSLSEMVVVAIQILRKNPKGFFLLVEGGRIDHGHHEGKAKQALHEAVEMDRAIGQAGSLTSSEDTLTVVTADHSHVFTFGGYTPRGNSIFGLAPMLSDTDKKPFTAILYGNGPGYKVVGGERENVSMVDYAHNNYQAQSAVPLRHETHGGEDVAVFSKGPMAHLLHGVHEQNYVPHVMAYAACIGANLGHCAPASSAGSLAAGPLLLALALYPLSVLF
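Assay system: human TNAP; Input: enzyme diluted 1/800 final; Reagent: CDP-star luminogenic substrate at 100 µM final; Timing: 30 min, room temperature; Signal: luminescence; Evaluation: TNAP activation factor scaled between EDTA and DMSO control wells.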
bIAP inhibitor – blocks bovine intestinal alkaline phosphatase activity; purified bovine IAP, CDP-star luminescence, 30 min; AID 1019; inhibition, % at 20 µM; 190,000 tested, under 10 active;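 active means over 50% inhibition of intestinal alkaline phosphatase at 20 µM in the single-dose screen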
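System: Purified bovine intestinal alkaline phosphatase (IAP) enzyme | Input: IAP diluted 1/65,000,000 in the well | Also added: CDP-star chemiluminescent phosphatase substrate, 30 µM final | Dosing: 20 µM single dose | Times: Enzyme reaction for 30 min at room temperature | Detection: Luminescence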
TR-FRET SRC-2 ct – counter-screen for PPARgamma SRC-2 recruitment agonists: TR-FRET artefact. stronger effect = higher value. TR-FRET ratio at 8 µM. actives 0.4% (n = 200,000). AID 1049; in the data active means TR-FRET ratio above about 2000; further: inactives centre near 1500
STAT1 inh – STAT1 signaling inhibition; NIH 3T3 STAT1-luciferase reporter, IFN-gamma, luminescence; AID 920; actives 0.35% (n = 200,000); inhibition, % at 5.5 µM;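 active means inhibition above a set limit, the mean inhibition across all tested compounds plus 3 SD, cut at about 34% in these data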;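 further: 0% = IFN-gamma with DMSO and 100% = IFN-gamma with 300 µM nifuroxazide; values of inactives mirror those of a sister screen read the other way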
bIAP act – increases bovine intestinal alkaline phosphatase activity | purified bovine IAP, CDP-star luminescence, 30 min; stronger effect = higher value; fold of DMSO-control signal, blank-subtracted | activation factor at 20 µM | AID 1016 | actives 0.17% (n = 200,000);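 active means activation factor of 2 or more at 20 µM, a signal rise over negative controls twice the positive control's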
ROMK mod – human ROMK K+ channel modulation, primary screen | P48048 | Tet-inducible ROMK, thallium flux fluorescence; actives lie on both sides | B-score at 10 µM | actives 2% (n = 130,000) | AID 1918;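 active means signal ratio slope over the read window, or its plate-corrected B-score, at least 3 SD from the plate mean, either direction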;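 further: B-score of the F/F0 ratio slope over 7 to 12 s after thallium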
* = called active by the depositor; x = not tested or not shown.

entry | compound | PPARg SRC-1 ag | PPARg SRC3 recr | STAT3 activator | STAT3 blocker | PPARg SRC2 recr | TNAP act hi DEA | bIAP inhibitor | TR-FRET SRC-2 ct | STAT1 inh | bIAP act | ROMK mod
1 | O=C(CCN1C(=O)c2ccccc2S1(=O)=O)Nc1ccc2c(c1)OCCO2 | 2 | 1 | 104 | -5 | 5 | 1.1 | 5 | 1627 | -5 | 0.9 | x
2 | C/C(=N\NC(=S)NC1CCCCC1)c1cccc(Br)c1 | 4 | 3 | 94 | 6 | 4 | 1 | 15 | 1814 | 6 | 0.9 | x
3 | Cc1ccc(C(=O)Oc2cc(C)n(C)c(=O)c2)cc1 | -3 | 4 | 92 | 14 | 4 | 1 | 12 | 1507 | 7 | 0.9 | x
4 | NC(=O)N1CC(O)CC1C(=O)Nc1ccc(Cl)c(Cl)c1 (centres undefined) | -7 | -5 | 100 | 5 | 2 | x | x | 1535 | 6 | x | -0.0052
5 | COC(=O)c1cc(OC)c(OC)cc1NC(=O)Cc1ccccc1[N+](=O)[O-] | 0 | -4 | 103 | 3 | 2 | 1 | -2 | 1543 | 0 | 1 | -0.00044
6 | C/C(=N\Nc1nc(C)cc(=O)[nH]1)C1CC1 | 6 | -6 | 99 | -4 | 4 | 1 | 4 | 1530 | 3 | 1 | x
7 | CN(C)/C=N/c1sc2c(c1C#N)CCCCC2 | 9 | 3 | 112 | -8 | -1 | 1 | -3 | 1501 | -26 | 1 | -0.42
8 | c1ccc(CCc2nc(-c3ccccc3)no2)cc1 | -2 | 1 | 93 | 12 | -3 | 1 | 12 | 1540 | -37 | 0.9 | x
9 | CC(C)C(c1nnnn1CC1CCCO1)N1CCN(C2CCCC2)CC1 (centres undefined) | -1 | -2 | 90 | 18 | -3 | 1.1 | 5 | 1471 | 1 | 0.9 | x
10 | CCSc1nncn1/N=C/c1ccc(OC)c(OC)c1 | -3 | 3 | 112 | -10 | 1 | 1 | 8 | 1448 | -2 | 0.9 | 0.5
11 | CN(C)CCNCc1ccccc1OC1CCCC1 | 0 | -1 | 98 | 4 | 7 | 1.1 | 13 | 1620 | 3 | 0.9 | x
12 | CC(Cc1ccccc1)C(=O)NCc1ccccn1 (centres undefined) | -1 | -1 | 102 | -6 | 0 | 1 | 45 | 1485 | 3 | 0.6 | 0.053
13 | CC(=O)Cc1nsc(NC(=O)c2ccc(-c3ccccc3Cl)o2)n1 | 8 | 13 | 89 | 16 | 12 | 1 | 4 | 1604 | 1 | 1 | -0.53
14 | COc1cccc(OC)c1C(=O)Nc1cccc(C(C)=O)c1 | 3 | -13 | 94 | 10 | 7 | 1 | 5 | 1541 | -2 | 1 | 0.7
15 | CCN(CC)C(=O)C(=O)N/N=C/c1cccc(Br)c1 | 2 | -6 | 95 | 9 | -1 | 1 | 10 | 1524 | 8 | 0.9 | x
16 | CC12CCC(C(=O)N3CCN(C(c4ccccc4)c4ccccc4)CC3)(OC1=O)C2(C)C (centres undefined) | 10 | 7 | 100 | 0 | 3 | 1 | 2 | 1755 | 9 | 1 | -2.6

Gathered by group, the compounds so far containing a Cl atom.
entry | compound | PPARg SRC-1 ag | PPARg SRC3 recr | STAT3 activator | STAT3 blocker | PPARg SRC2 recr | TNAP act hi DEA | bIAP inhibitor | TR-FRET SRC-2 ct | STAT1 inh | bIAP act | ROMK mod
4 | NC(=O)N1CC(O)CC1C(=O)Nc1ccc(Cl)c(Cl)c1 (centres undefined) | -7 | -5 | 100 | 5 | 2 | x | x | 1535 | 6 | x | -0.0052
13 | CC(=O)Cc1nsc(NC(=O)c2ccc(-c3ccccc3Cl)o2)n1 | 8 | 13 | 89 | 16 | 12 | 1 | 4 | 1604 | 1 | 1 | -0.53

Further records.
entry | compound | PPARg SRC-1 ag | PPARg SRC3 recr | STAT3 activator | STAT3 blocker | PPARg SRC2 recr | TNAP act hi DEA | bIAP inhibitor | TR-FRET SRC-2 ct | STAT1 inh | bIAP act | ROMK mod
17 | CCCCNC(=S)N1CCN(c2nc3ccccc3s2)CC1 | -6 | 0 | 81 | 26 | 3 | 1 | 1 | 1374 | 9 | 1 | 0.28
18 | CSc1nsc(SC)c1C(=O)Nc1ccc(C)cc1 | 0 | -1 | 101 | 3 | -3 | 1.1 | 18 | 1686 | 14 | 0.8 | x
19 | CCCCCn1c(Sc2ncccn2)nc2c1c(=O)[nH]c(=O)n2C | -9 | 3 | 110 | -8 | 0 | 1 | 22 | 1253 | 10 | 0.8 | 0.1
20 | Cc1nc(SCC#N)c2c(C)c(C)sc2n1 | -1 | 1 | 92 | 14 | 4 | 1 | -3 | 1722 | -2 | 1 | x
21 | COc1cnn(C(C)(C)C)c(=O)c1Cl | -7 | -10 | 105 | 6 | 0 | 1 | 6 | 1525 | 1 | 0.9 | x
22 | COc1ccc(N2CCN(C(CNC(=O)C(C)(C)C)c3cccnc3)CC2)cc1 (centres undefined) | 6 | -2 | 96 | 6 | 10 | 1 | 5 | 1751 | 0 | 1 | -2.9e-05
23 | CCOC(=O)CNC(=S)n1ncnc1N | -4 | 1 | 125 | -13 | -6 | 1 | -22 | 1528 | 7 | 1.2 | 0.54
24 | COC(=O)/C=C/C(=O)Nc1cccc(C(F)(F)F)c1 | 8 | 6 | 113 | -14 | 6 | 1.1 | 8 | 1584 | -5 | 0.9 | x
25 | C/C=C/c1ccc(OCC(=O)Nc2cc(OC)c(OC)c(OC)c2)c(OC)c1 | -6 | 2 | 91 | 15 | 0 | 1 | -14 | 1546 | 8 | 1.1 | 0.75
26 | CC1CCCc2sc3nc(N4CCN(CCO)CC4)n4ncnc4c3c21 (centres undefined) | 4 | 5 | 104 | -2 | 1 | 1.1 | -8 | 1783 | -4 | 1.1 | -0.59
27 | CC(C#N)Sc1nc2ccccc2c(=O)n1-c1ccccc1 (centres undefined) | 3 | -10 | 108 | -3 | 0 | 1.1 | 8 | 1499 | -14 | 0.9 | x
28 | CCCCOc1ccc(C(=O)N/C(=C\c2cccc([N+](=O)[O-])c2)C(=O)OCc2ccco2)cc1 | 2 | 0 | 104 | -4 | -2 | 1 | -26 | 1560 | -3 | 1.3 | -1.3
29 | CC(C)=C(NC(=O)c1ccccc1)C(=O)N1CCOCC1 | 5 | 2 | 108 | -6 | -5 | 1.1 | 9 | 1636 | -5 | 0.9 | -0.25
30 | CS(=O)(=O)N1CCC(C(=O)N2CCN(C(c3ccccc3)c3ccccc3)CC2)CC1 | -2 | -2 | 105 | 2 | 1 | 1 | 4 | 1571 | 2 | 1 | x
31 | O=C(NC(=S)Nc1ccc(S(=O)(=O)Nc2nccs2)cc1)c1ccccc1F | 8 | 9 | 96 | 16 | 4 | 1.1 | 18 | 1694 | 4 | 0.8 | -0.62
32 | COc1ccc(-n2ccc(-c3nn(-c4cccc(C(F)(F)F)c4)ccc3=O)n2)cc1 | 0 | 2 | 108 | -3 | -1 | 1 | 2 | 1426 | 4 | 1 | x
33 | Cc1cccc(-n2c(C)cc(/C=N/NC(=O)c3cccc([N+](=O)[O-])c3C)c2C)c1 | -3 | 0 | 93 | 14 | 2 | 1 | 4 | 1404 | -6 | 1 | -0.088
34 | O=C(O)c1cc(Cl)ccc1NC(=O)C1CCCO1 (centres undefined) | -5 | -10 | 99 | 5 | 3 | 1 | 8 | 1354 | 8 | 0.9 | x
35 | CCN(C(=S)Nc1ccc(OC(F)F)cc1)C1CCCCC1 | 3 | -2 | 95 | 8 | -1 | 1 | 11 | 1297 | 6 | 0.9 | -0.25
36 | O=C(Nc1nc2ccc(Cl)cc2s1)c1ccc(Br)o1 | 2 | -10 | 87 | 14 | -3 | 1 | 10 | 1410 | -52 | 0.9 | x
37 | CNc1sc(C(=O)c2ccc(F)cc2)c(N)c1-c1nc2ccccc2s1 | 6 | 10 | 122 | -22 | 5 | 0.9 | 9 | 1586 | -1 | 0.9 | x
38 | Cc1ccccc1NC(=O)c1ccc(CSc2ncccn2)cc1 | 4 | 7 | 94 | 18 | 9 | 1.1 | 8 | 1675 | 0 | 0.9 | x
39 | O=C(Nc1ccc(N2CCOCC2)cc1N1CCOCC1)c1ccco1 | 3 | -1 | 96 | 8 | 6 | 1 | 12 | 1649 | 5 | 0.9 | x
40 | O=C(O)C1CC=C(Cl)CC1C(=O)NCc1ccccc1 (centres undefined) | -6 | 4 | 97 | 8 | 0 | 1 | 13 | 1328 | 2 | 0.9 | x
41 | O=C(c1cc(N2C(=O)C3C4CCC(C4)C3C2=O)ccc1Cl)N1CCN(c2ccccc2)CC1 (centres undefined) | -6 | 2 | 97 | 2 | -4 | 1.1 | 9 | 1632 | -8 | 0.9 | -1.5
42 | COc1ccc(C(=O)N2c3ccccc3C(=O)OC2c2ccc3c(c2)OCO3)cc1 (centres undefined) | 1 | -5 | 101 | 0 | 6 | 1 | 31 | 1532 | -5 | 0.7 | -0.63
43 | CC(=O)Nc1ccc(NC(=O)CCC(=O)NCCO)cc1 | 8 | 0 | 106 | -1 | -8 | 1 | 11 | 1433 | -12 | 0.9 | x
44 | CC[C@@H](C)[C@@H](C(=O)N1CCN(C(=O)OC(C)(C)C)CC1)n1cc(CCCN=C(NC(=O)OC(C)(C)C)NC(=O)OC(C)(C)C)nn1 | -14 | 0 | x | x | -7 | 0.9 | -3 | 1442 | 0 | 1 | x
45 | Cc1ccnc(N2CCC(C(=O)Nc3ccc4c(c3)OCCO4)CC2)n1 | 5 | 6 | 96 | 10 | 4 | 1.1 | 0 | 1387 | -11 | 1 | 0.0053
46 | Cn1c(=O)c2cc(S(=O)(=O)NCCC(=O)NCCC3=CCCCC3)ccc2n(C)c1=O | 1 | 9 | 99 | 6 | -3 | 1 | 3 | 1679 | -1 | 1 | x
47 | CC1(C)Cc2c(c(=S)nc(-c3ccccc3)n2CCN2CCOCC2)CO1 | 6 | 0 | 102 | 1 | 3 | 1 | 16 | 1591 | 3 | 0.8 | x
48 | COc1ccc(CCNC2=C(Cl)C(=O)N(CCc3ccc(OC)c(OC)c3)C2=O)cc1OC | -2 | -4 | 83 | 25 | -3 | 1 | 12 | 1418 | 4 | 0.9 | 1.9
49 | O=S(=O)(c1ccc2ccccc2c1)N1CCN(S(=O)(=O)N2CCCCC2)CC1 | -5 | -8 | 103 | -2 | -2 | 1 | 17 | 1458 | -4 | 0.8 | -0.069
50 | COc1ccccc1-n1cnc2cc(NC(=O)c3ccco3)ccc21 | 5 | 7 | 96 | 9 | 6 | 1.1 | -1 | 1752 | -13 | 1 | x
51 | COc1cc(C2Nc3ccc4ncccc4c3C3=C2C(=O)CCC3)cc(OC)c1O (centres undefined) | -5 | -6 | 101 | 2 | -3 | 1 | 15 | 1391 | 2 | 0.9 | x
52 | CCCCCOC(=O)CSc1nnc(-c2cc(OC)c(OC)c(OC)c2)o1 | 3 | -2 | 87 | 22 | 8 | 1 | 5 | 1495 | 8 | 1 | -0.13
53 | CC(C)(C)NCC(=O)N/N=C/c1ccc(OCc2ccccc2)cc1 | 4 | -3 | 103 | -2 | -4 | 1 | -20 | 1545 | -7 | 1.2 | -2.2
